# MBNL1 CUG block – inhibitors of human MBNL1 binding to CUG repeat RNA | Q9NR56 | TR-FRET MBNL1-His/biotin-(CUG)12 binding, 665/545 ratio | Potency, µM (titrated, usually from 57.5 µM), for the others: top-dose activity change, negative = inhibition, usual class: inhibitors | hit rate 0.036% among 280,000 | AID 2675; active = well fitted inhibition curve with a large enough effect in the signal ratio, with a control signal flat, not every such curve was filed as active; inconclusive = small, poorly fitted or top-dose-only effect, or effect the other way, or a change in a side signal; inactive = no such curve, though single readings can be large or run the other way; the % refers to the signal ratio; note: potency is the fitted concentration of half-maximal effect; % is set by controls: 0 for no effect and ±100 for the full control effect
#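 Inhibition of protein-RNA binding appears as loss of TR-FRET between terbium anti-His antibody on MBNL1-His and streptavidin-XL665 on biotin-(CUG)12. Activity is normalized to buffer-only and uninhibited-complex controls.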
# AT treatment – potential ataxia-telangiectasia treatment; […] A-T fibroblasts, KAP-1 phosphorylation AlphaLISA; neocarzinostatin DNA damage 30 min before lysis; Potency, µM (highest dose often 57.5 µM), inactives show top-dose activation, usual class: activators; hit rate 0.19% among 320,000; note: potency is the fitted concentration of half-maximal effect; % of control where 0% means no effect; nearly all actives have a fitted effect of over 45% in size
#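 ATM-like activity read as KAP-1 phosphorylation via AlphaLISA donor/acceptor antibody pairs after lysis and 6 hr at 25C. Cells were ATM-null patient fibroblasts ([…], hTERT), dosed 60 min, then exposed to the DSB inducer NCS for 30 min.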
# KCNH2 3.1 block – inhibitors of human KCNH2 3.1 potassium channel isoform. activity change, % (tested at about 1.8 µM). hit rate 0.95% among 340,000. U2OS KCNH2 3.1, thallium flux FluxOr; stronger effect = lower value;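 active = maximum activity change below -70%; inconclusive = maximum activity change from -70% to -50%; inactive = maximum activity change above -50%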;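 note: thallium influx rate constant from kinetic fluorescence after stimulation buffer; % is set by controls: 0 for no effect and ±100 for the full control effect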
#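 Virally transduced U2OS (3.1 isoform, 4 h infection in dark at RT) → overnight 37 C → FluxOr + Red40 in HBSS/HEPES, 45 min → stimulation buffer, 2 min kinetic read → rate constant vs DMSO controls.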
# S-ASM inh – blocks human secretory acid sphingomyelinase. hit rate 0.006% among 340,000. Potency, µM (doses to about 57.5 µM), for inactives: at the highest dose activity change, negative = inhibition, hits mostly inhibitors. placental ASM, HMU-PC fluorogenic substrate, 60 min; note: potency is the fitted concentration of half-maximal effect
#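 Fluorescence read-out (Ex 386 nm, Em 447 nm) after stopping the reaction at pH 10. Enzyme: ASM from human placenta; substrate HMU-PC0, 9 uM final; 60 min, 37 °C. Compound preincubation 10 min, ambient temperature.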
# KCNH2 WT inh – KCNH2 (human, wildtype) channel inhibition; U2OS, BacMam KCNH2, thallium flux FluxOr; stronger effect = lower value; activity change, % at 1.84 µM; hit rate 0.37% among 340,000; AID 720551;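 active = maximum activity change below -70%; inconclusive = maximum activity change between -70% and -50%; inactive = maximum activity change above -50%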; note: % is set by controls: 0 for no effect and ±100 for the full control effect
#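 U2OS cells transduced with wild-type KCNH2 virus are loaded with FluxOr dye for 45 min, and thallium flux is measured in kinetic reads before and after stimulation buffer. Rate constants are normalized to DMSO controls.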
# GALK inhibitor – blocks human galactokinase activity. P51570. Purified GALK, Kinase-Glo residual ATP luminescence. Potency, µM (doses to about 57.5 µM), inactives show at the top dose activity change, negative = inhibition, actives largely listed as inhibitors. hit rate 0.007% among 270,000. AID 1868; note: potency is the fitted concentration of half-maximal effect; % is set by controls: 0 for no effect and ±100 for the full control effect
#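 The enzyme phosphorylates galactose (100 uM) using ATP (35 uM); inhibition is detected as higher residual ATP, quantified by bioluminescence after 1 h reaction at room temperature, pH 8.0.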
# Coupling enz – counter-screen for Giardia aldolase inhibitors: coupling enzyme system; hit rate 0.67% among 290,000; AID 2472; coupling enzyme system counterscreen, AmpLite Red fluorescence; activity change, negative = inhibition, % at 58.2 µM, hits read low; in the data active = activity change below about -30%; note: % is set by controls: 0 for no effect and ±100 for the full control effect
#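 Coupling enzymes only (glyceraldehyde-3-phosphate) + compound, at 57.5 uM final, 10 min RT; add substrate/coupling/AmpLite Red mix, 20 min RT; fluorescence ex 525/em 598 nm. Actives flag coupling-system interference.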
# MLL CXXC-DNA inh – blocks binding of human MLL CXXC domain to DNA; Potency, µM (highest dose often 115 µM), without a hit: at the top dose activity change, negative = inhibition, hits mostly inhibitors; hit rate 0.037% among 290,000; AID 2662; MLL-CXXC / FITC-HOXA9 DNA fluorescence polarization; active = well fitted inhibition curve with a large enough effect in the polarisation, with a control signal flat, not every such curve was filed as active; inconclusive = small, poorly fitted or top-dose-only effect, or effect the other way, or a change in a side signal; inactive = no such curve, though single readings can be large or run the other way; the % refers to the polarisation; note: potency is the fitted concentration of half-maximal effect
#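 Steps: dispense CXXC domain solution (7 uM) → pin compounds or unlabeled HOX-A9 DNA control → 5 min ambient → add FLSN-HOX-A9 solution (50 nM) → spin → 30 min ambient → fluorescence polarization. Tris pH 7.5/NaCl/DTT/BSA buffer.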
# Integrin act MD – activates integrin-mediated alleviation for muscular dystrophy. alpha7betagal myoblasts, beta-gal FDG fluorescence, 48 h. Potency, µM (highest dose often 38.3 µM), for the others: top-dose activation, hits mostly activators. hit rate 0.064% among 350,000. AID 624291;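 note: potency is the fitted concentration of half-maximal effect; 100% = response of the positive control SU9516; nearly all actives have a fitted effect of over 60% in size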
#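 alpha7betagal+/- myoblasts (passage 13, 250/well) treated 48 h at 37C with compounds at 1:260 dilution of DMSO stock. Lysed, then beta-galactosidase activity read as FDG fluorescence (ex 480/em 540) after 30 min, with pre-read for autofluorescence.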
# TRPV1 agonist – agonists of human vanilloid receptor 1 (TRPV1); Q8NER1; AID 540275; TRPV1-expressing cells, Fluo-8 calcium influx, agonist mode; hit rate 0.19% among 320,000; activation, % at 8.33 µM; in the data active = activation above about 80%; inconclusive = between about 30% and that limit; note: 0% is about no effect
# Target sequence (Q8NER1 whole entry, looked up): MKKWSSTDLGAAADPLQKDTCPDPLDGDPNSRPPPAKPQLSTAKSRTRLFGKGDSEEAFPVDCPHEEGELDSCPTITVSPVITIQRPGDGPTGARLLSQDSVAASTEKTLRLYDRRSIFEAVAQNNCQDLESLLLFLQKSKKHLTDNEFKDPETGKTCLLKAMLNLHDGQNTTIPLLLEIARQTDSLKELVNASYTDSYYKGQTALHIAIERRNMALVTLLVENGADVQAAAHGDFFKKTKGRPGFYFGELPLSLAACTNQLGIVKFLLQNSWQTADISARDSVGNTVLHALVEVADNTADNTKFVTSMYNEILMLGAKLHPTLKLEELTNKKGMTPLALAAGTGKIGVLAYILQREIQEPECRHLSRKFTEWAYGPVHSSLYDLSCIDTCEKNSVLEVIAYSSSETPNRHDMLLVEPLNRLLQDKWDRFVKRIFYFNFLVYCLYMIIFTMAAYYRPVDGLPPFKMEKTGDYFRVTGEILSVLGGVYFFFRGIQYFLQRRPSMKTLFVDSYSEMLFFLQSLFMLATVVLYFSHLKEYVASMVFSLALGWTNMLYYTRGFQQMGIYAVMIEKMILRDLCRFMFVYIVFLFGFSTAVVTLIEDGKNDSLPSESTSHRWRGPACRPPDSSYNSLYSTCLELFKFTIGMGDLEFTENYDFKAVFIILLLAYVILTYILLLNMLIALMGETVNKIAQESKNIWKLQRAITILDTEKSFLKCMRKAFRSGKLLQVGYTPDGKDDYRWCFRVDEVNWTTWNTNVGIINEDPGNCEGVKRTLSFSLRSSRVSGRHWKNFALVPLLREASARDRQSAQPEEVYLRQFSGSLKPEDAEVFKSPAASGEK
#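 Fluo-8 calcium influx in TRPV1-expressing cells, kinetic read (ex 480/em 520 nm). Compound added and read 3 min for agonist activity, followed by capsaicin at EC20 final and 2 min further read for enhancement.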
# The depositor's hits bear a star; ? = inconclusive; . = not tested or not shown; [ ] = another dose, or the depositor's remark. Unless noted, calls come from the whole dose curve; as a rule, active = well fitted curve in the direction sought with a large enough effect; inconclusive = small, poorly fitted or top-dose-only effect, or another doubt; inactive = no such curve, though single readings can be large; an effect the other way counts as inactive or inconclusive.
SMILES,MBNL1 CUG block,AT treatment,KCNH2 3.1 block,S-ASM inh,KCNH2 WT inh,GALK inhibitor,Coupling enz,MLL CXXC-DNA inh,Integrin act MD,TRPV1 agonist
COc1cccc(CNS(=O)(=O)c2ccc3c(c2)CC(C)N3C(C)=O)c1 (configuration not stated),-2%,10%,12,2%,2,-2%,0,-5%,-26%,11
O=C(NCCc1ccccc1)C1CCCN(C(=O)Nc2ccc(F)cc2)C1 (configuration not stated),-1%,9%,-27,-1%,-3,6%,7,-5%,?,?
CCSc1nc(=S)n(CC)c(C)c1C(C)=O,-1%,.,10,20%,21,0%,1,-10%,8%[7.66 µM],5
CCOc1ccc(C2/C(=C(\O)c3ccc4c(c3)OCCO4)C(=O)C(=O)N2Cc2cccnc2)cc1OCC (configuration not stated),15%,-13%,7,4%,-4,0%,1,-1%,-6%,-6
COc1ccccc1-c1nc(C#N)c(N2CC(C)CC(C)C2)o1 (configuration not stated),0%,-4%,4,3%,-4,-2%,1,2%,11%,7
O=C(Nc1cccc(S(=O)(=O)N2CCCC2)c1)c1ccc2ccccc2n1,2%,2%,1,-4%,3,0%,1,-8%,-33%,25
Cc1ccc(S(=O)(=O)NC(=NC(C)C)c2ccccc2)cc1,7%,-1%[11.5 µM],-6,0%,1,3%,5,1%,10%,-3
O=C(O)c1ccccc1NC1CCCCC1NS(=O)(=O)c1ccccc1 (configuration not stated),-5%,14%,4,100%[activator],-25,.,0,4%,-17%,-3
Cc1ccc(C(=O)Nc2c(N)nc(SCC(=O)NCC3CCCO3)[nH]c2=O)cc1 (configuration not stated),2%,0%,-5,-1%,-5,2%,2,9%,-26%,-3
CCCCC(=O)NS(=O)(=O)c1ccc(N=NN2CCCCC2)cc1,.,-7%,-5,-1%,-3,2%,-3,0%,-9%,1
COc1ccccc1NC(=O)CN(Cc1ccco1)C(=O)c1cccs1,-1%,-1%,-24,0%,-5,0%,1,-1%,-14%,-1
Cc1cc(NS(=O)(=O)c2c(C(=O)N3CCOCC3)c(C)n(C)c2C)ccc1Br,-1%,5%,4,-2%,-8,-4%,-2,8%,82%,-2

# An excerpt from above in order of length of the SMILES, falling:
SMILES,MBNL1 CUG block,AT treatment,KCNH2 3.1 block,S-ASM inh,KCNH2 WT inh,GALK inhibitor,Coupling enz,MLL CXXC-DNA inh,Integrin act MD,TRPV1 agonist
CCOc1ccc(C2/C(=C(\O)c3ccc4c(c3)OCCO4)C(=O)C(=O)N2Cc2cccnc2)cc1OCC (configuration not stated),15%,-13%,7,4%,-4,0%,1,-1%,-6%,-6
Cc1cc(NS(=O)(=O)c2c(C(=O)N3CCOCC3)c(C)n(C)c2C)ccc1Br,-1%,5%,4,-2%,-8,-4%,-2,8%,82%,-2
Cc1ccc(C(=O)Nc2c(N)nc(SCC(=O)NCC3CCCO3)[nH]c2=O)cc1 (configuration not stated),2%,0%,-5,-1%,-5,2%,2,9%,-26%,-3
COc1cccc(CNS(=O)(=O)c2ccc3c(c2)CC(C)N3C(C)=O)c1 (configuration not stated),-2%,10%,12,2%,2,-2%,0,-5%,-26%,11
O=C(Nc1cccc(S(=O)(=O)N2CCCC2)c1)c1ccc2ccccc2n1,2%,2%,1,-4%,3,0%,1,-8%,-33%,25
O=C(NCCc1ccccc1)C1CCCN(C(=O)Nc2ccc(F)cc2)C1 (configuration not stated),-1%,9%,-27,-1%,-3,6%,7,-5%,?,?
COc1ccccc1NC(=O)CN(Cc1ccco1)C(=O)c1cccs1,-1%,-1%,-24,0%,-5,0%,1,-1%,-14%,-1
Cc1ccc(S(=O)(=O)NC(=NC(C)C)c2ccccc2)cc1,7%,-1%[11.5 µM],-6,0%,1,3%,5,1%,10%,-3
CCSc1nc(=S)n(CC)c(C)c1C(C)=O,-1%,.,10,20%,21,0%,1,-10%,8%[7.66 µM],5

# Next part:
SMILES,MBNL1 CUG block,AT treatment,KCNH2 3.1 block,S-ASM inh,KCNH2 WT inh,GALK inhibitor,Coupling enz,MLL CXXC-DNA inh,Integrin act MD,TRPV1 agonist
CCOc1ccc(CC(=O)C2C(=O)CC(C)(C)CC2=O)cc1OCC,-15%,.,20,-2%,1,-2%,1,3%,-30%,0
N#Cc1c(N)n(-c2cccc(O)c2)c2nc3ccccc3nc12,?,14%,6,363%[activator],2,7%,3,10%,2%,2
Cc1cc(C)n(-c2cc(N3CCN(S(=O)(=O)c4ccc(Cl)cc4)CC3)ccc2[N+](=O)[O-])n1,23%,-1%,-44,-10%,-44,0%,0,0%,-12%,?
O=C(NCCN1C(=O)S/C(=C/c2ccccc2)C1=O)C1CC(=O)N(Cc2ccccc2)C1 (configuration not stated),.,8%,-30,-4%,4,.,.,.,23%,11
C/C(=N\NC(=O)COc1cccc2ccccc12)c1cccs1,-1%,7%,1,.,6,2%,-1,?,19%,-3
COc1cc(CNc2cc(C)ccc2C)cc(OC)c1OC,-5%,12%,-31,-5%,7,-2%,0,0%,16%,14
COc1ccc(OC)c(/C=N/NC(=O)CCc2ccc(O)c(O)c2)c1,?,4%,-10,10%,3,1%,-1,1%,-18%,27
COc1ccc(Nc2nc(C)nc3c2nnn3Cc2ccccc2)cc1OC,30%[activator],-2%,5,174%,-6,2%,2,-1%,-16%,2
COc1ccc(C2C3=C(CCCC3=O)Nc3ccc4ncccc4c32)cc1OC (configuration not stated),?,2%,-8,209%[activator],7,1%,1,11%,-8%,-2
O=C(Nc1ccc(F)cc1)N(CCCN1CCOCC1)Cc1cc2cc3c(cc2[nH]c1=O)OCO3,-2%,-1%,10,12%,32,-3%,0,-1%,-13%,3
CCN(CC)S(=O)(=O)c1cc(C(=O)Oc2ccccc2OC)ccc1OC,-10%,10%,-19,-1%,-4,7%,-6,5%,-15%,21
Cc1cccc(-n2c(-c3csc(C)c3)n[nH]c2=S)c1,2%,0%,-7,-3%,-6,-1%,-2,4%,23%,-1
Cc1cccc(OCC(=O)Nc2ccc(S(=O)(=O)N3CCN(C)CC3)cc2)c1,-22%,-2%,2,1%,-10,-2%,0,1%,-20%,5
Cc1cc(C(=O)COC(=O)CN=C2NS(=O)(=O)c3ccccc32)c(C)n1CCc1ccc(Cl)cc1,.,-7%,-26,-9%,-6,2%,1,7%,32%,-4
COc1ccc(N=C2C(=O)N3CCCc4cccc2c43)cc1,.,-10%,-4,0%,-14,1%,5,2%,-4%,3
CCCCn1c(N)c(N(CC(C)C)C(=O)C(C)SCc2nc3sc(C)c(C)c3c(=O)[nH]2)c(=O)[nH]c1=O (configuration not stated),.,0%,8,2%,0,.,.,.,-21%,1
Cc1ccc(OCC(=O)N2CCCc3ccccc32)cc1,0%,2%,1,0%,-5,-1%,1,1%,9%,12
Cc1ccc(C(=O)C(C)OC(=O)Cc2n[nH]c(=O)c3ccccc23)cc1 (configuration not stated),.,3%,-1,-7%,-12,.,.,.,4%,1
COc1ccc(Nc2cc(Cl)nc(N)n2)cc1,-14%,1%,13,5%,-2,-2%,-10,-1%,21%,-3
CCOC(=O)N1CCN(C(=O)c2cc3c(=O)n(C)c4ccccc4c3n2C)CC1,1%,9%,4,-1%,1,1%,0,6%,-48%[inhibitor],2
Nc1nonc1-n1nnc(C(=O)N/N=C/c2cccnc2)c1CSc1ccccc1,15%,-5%,-28,-3%,0,7%,-3,-1%,11%,?
O=C(NCc1ccccc1)c1ccc(NC(=O)C2CCCO2)cc1 (configuration not stated),28%,5%,-4,2%,-1,-3%,.,-3%,15%,2
COC(CNC(=O)C(=O)Nc1cc2c3c(c1)CCN3C(=O)CC2)OC,1%,-2%,2,3%,-8,3%,1,-7%,10%,-1
O=C(NCC1CCCO1)c1ccccc1-c1nc(-c2ccc(F)cc2)no1 (configuration not stated),0%,4%,0,1%,0,2%,4,1%,-2%,2
CCC(O)(c1ccc(OC)cc1)C(CN1CCOCC1)c1ccccc1 (configuration not stated),-1%,2%,9,1%,-7,-2%,0,-1%,?,8
CCc1c(C(=O)Nc2cc(C)ccc2OC)[nH]c(C)c1C(C)=O,16%,13%,9,2%,-1,1%,0,5%,-14%,?
